# MITF primary: blocks human microphthalmia-associated transcription factor; O75030; inhibition, % at 2.6 µM; AlphaScreen MITF homodimerization, bead proximity signal; 650,000 compounds, 0.91% hits; in the data active = inhibition above about 50%;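 also: 0% = vehicle wells with protein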
# Target sequence (O75030 whole entry, looked up): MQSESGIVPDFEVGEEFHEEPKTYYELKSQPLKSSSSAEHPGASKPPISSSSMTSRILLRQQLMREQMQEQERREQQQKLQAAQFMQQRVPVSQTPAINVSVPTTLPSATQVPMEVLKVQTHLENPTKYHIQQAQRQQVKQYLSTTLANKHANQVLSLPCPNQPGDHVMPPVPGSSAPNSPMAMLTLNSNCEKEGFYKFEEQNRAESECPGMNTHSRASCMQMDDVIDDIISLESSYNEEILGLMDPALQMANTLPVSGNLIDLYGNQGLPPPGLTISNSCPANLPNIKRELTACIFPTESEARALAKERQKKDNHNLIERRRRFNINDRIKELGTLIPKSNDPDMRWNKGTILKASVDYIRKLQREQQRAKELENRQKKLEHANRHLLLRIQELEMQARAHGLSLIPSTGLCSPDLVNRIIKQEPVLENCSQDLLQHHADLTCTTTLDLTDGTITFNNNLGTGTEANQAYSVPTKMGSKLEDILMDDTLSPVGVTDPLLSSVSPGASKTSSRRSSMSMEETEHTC
# TEAD-YAP inh: TEAD-YAP interaction inhibition. HEK-TIYL cells, TEAD-Gal4/YAP UAS-luciferase luminescence. inhibition, % at 9.12 µM. 640,000 compounds, 1.4% hits; in the data active = inhibition above about 32%;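 also: 0% = median of test compound wells and 100% = reference inhibitor wells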
# FBW7 act: human FBW7 E3 ligase activation, primary screen; Q969H0; AlphaScreen FBW7–phospho-cyclin E peptide binding, activator screen; normalized activity (activation), % at 26.1 µM; 650,000 compounds, 0.13% hits; AID 1259310; in the data active = normalized activity above about 1.9%;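 also: purified mutant Fbw7 with reduced substrate affinity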
# GPR151 ag: activators of human GPR151. activation, % at 11.2 µM. 650,000 compounds, 1% hits. PathHunter beta-arrestin GPR151 cells, luminescence; in the data active = activation above about 4.9%;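 also: 0% = median of compound wells and 100% = cells with positive control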
# Target sequence (Q8TDV0 whole entry, looked up): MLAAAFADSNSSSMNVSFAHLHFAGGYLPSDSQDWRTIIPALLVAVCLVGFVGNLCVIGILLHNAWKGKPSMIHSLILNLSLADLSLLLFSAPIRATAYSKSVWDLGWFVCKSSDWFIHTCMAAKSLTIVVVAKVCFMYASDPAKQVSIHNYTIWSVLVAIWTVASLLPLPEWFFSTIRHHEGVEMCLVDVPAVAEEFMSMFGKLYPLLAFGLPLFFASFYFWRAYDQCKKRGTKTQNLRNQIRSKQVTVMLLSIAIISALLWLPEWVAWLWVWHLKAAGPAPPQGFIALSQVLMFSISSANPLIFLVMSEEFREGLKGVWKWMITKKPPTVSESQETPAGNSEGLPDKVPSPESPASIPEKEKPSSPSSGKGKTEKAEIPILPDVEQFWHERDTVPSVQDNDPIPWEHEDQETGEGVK
# * = called active by the depositor.
canonical_smiles	MITF primary	TEAD-YAP inh	FBW7 act	GPR151 ag
CCc1cccc(C)c1NC(=O)CCN1C(=O)c2cccc([N+](=O)[O-])c2C1=O	-10	-4	-0.4	-1.9
COCCN1C(=O)c2ccccc2C(C(=O)Nc2cccc(OC)c2)C1c1ccc(F)cc1 (stereo not given)	-11	6	0.0	0.7
CC1(C2CCN(Cc3nccs3)CC2)NC(=O)N(Cc2ccc(F)cc2)C1=O (stereo not given)	6	5	-0.1	1.3
CCOc1ccc(-n2cc(C(=O)Nc3ccc(OC)c(Cl)c3)c3cc(OC)c(OC)cc3c2=O)cc1	6	-1	0.4	-0.5
CN1C(=O)/C(=C\c2c(F)cccc2Cl)c2ccccc21	7	-2	-0.1	-0.8
O=C(O)c1ccc(-n2c(-c3ccccc3)n[nH]c2=S)cc1	0	5	-0.1	-0.3
CCS(=O)(=O)NCCc1csc(-c2ccc(OC)c(OC)c2)n1	4	-7	0.1	2.6
COc1ccc(N2CCN(c3ncnc4sc(C(=O)Nc5ccccc5F)c(C)c34)CC2)cc1	-4	1	-0.2	1.5
c1ccc(CNc2nc3nonc3nc2N2CCOCC2)cc1	2	-3	-0.1	1.3
COc1ccc(CNc2nc(-c3cccnc3)nn2C(=O)c2ccccc2Cl)cc1	8	2	0.1	-0.7
N#C/C(=C\c1ccc(-c2cccc(C(F)(F)F)c2)o1)C(=O)Nn1cnnc1	14	2	-0.2	0.2
Cc1nn2c(C(F)(F)F)cc(-c3ccc(Cl)cc3)nc2c1C(=O)Nc1c(C)n(C)n(-c2ccccc2)c1=O	0	-13	0.0	1.2
COCCNC(=O)/C(C#N)=C/c1cn(Cc2ccccc2)c2ccccc12	0	-36	-0.3	0.7
Cc1noc(C)c1-c1cncc(C(=O)NC2CC2)c1	-1	0	0.8	-1.3
COc1ccc(-c2cnnc(N3CCCN(c4ccccc4)CC3)n2)cc1	8	-1	0.0	-0.3
O=S1(=O)CCC(S(=O)(=O)NCc2ccccc2)C1 (stereo not given)	3	8	0.2	-0.6
CC(=O)Nc1ccc(C(=O)N/N=C/c2ccncc2)cc1	-1	-1	0.1	1.1
COc1ccc(CCNC(=O)CCCn2c(SCC(=O)NCCC3=CCCCC3)nc3ccccc3c2=O)cc1OC	-4	-1	-0.2	2.1
CCN=C(NCC)SCc1cc([N+](=O)[O-])cc2c1OCOC2	17	1	0.1	-1.7
COc1ccc(C(=O)c2ccccc2)c(OCC(=O)NCCOc2ccccc2)c1	-9	2	-0.3	-0.4
Cc1c(C(=O)NC2CCCCCC2)sc2ncn(CC(=O)Nc3cccc(C(F)(F)F)c3)c(=O)c12	20	6	0.2	1.2
COCCCC1CCN(C(=O)CCc2nnc(CCCCc3ccccc3)o2)CC1	8	1	0.1	0.7
Cc1ccc(NC(=O)C2CCCN(S(=O)(=O)c3c(C)noc3C)C2)nc1 (stereo not given)	3	-1	0.0	0.4
COc1cc(NC(=O)CC(C)C)ccc1NC(=O)c1cc2ccccc2o1	-3	-34	0.0	-0.6
COc1ccc(CN2CCOCC2)c(O)c1	4	3	0.9	-0.5
COc1cccc(/C=N/NC(=O)c2nc3nc(C)cc(C)n3n2)c1O	9	3	-0.6	-0.8
CC(=O)c1ccc(Nc2ncnc3ccc(I)cc23)cc1	13	-19	0.7	-0.1
CCOC(=O)/C(=C/c1ccc2c(c1)OCO2)NC(=O)c1ccccc1Br	10	-12	0.0	0.4
O=C(CN1CCC(O)(c2cccnc2)CC1)Nc1ccccc1F	15	1	0.1	1.1
O=C(NC1CCN(Cc2ccccc2)CC1)c1csc(-c2cccs2)n1	12	7	-0.1	-0.3
CCc1ccc(NC(=O)CSc2nnc(-c3cccnc3)n2C)cc1	-4	0	0.1	1.7
Cc1cc(C)cc(-n2nnc(-c3nc(-c4ccccc4F)no3)c2N)c1	14	-6	0.7	0.5
O=C(O)/C=C/c1ccc([N+](=O)[O-])o1	60*	4	0.1	-0.5
CCCN1C(=O)/C(=C/c2c(N3CCCCC3)nc3ccccn3c2=O)SC1=S	5	9	0.1	-1.2
CN=C(NC(=O)Nc1c(C)cccc1C)NC(=S)Nc1ccccc1	4	-2	0.1	0.8
COc1ccc(-c2cc(C(=O)OCC(=O)c3ccc([N+](=O)[O-])cc3)c3ccccc3n2)cc1	10	1	0.1	0.2
CCN1CCN(C(=O)C2CCN(c3nc(-c4ccc(OC)cc4)no3)CC2)CC1	6	-2	0.0	3.2
CCC(=O)Nc1ccccc1-c1nn2c(C)nnc2s1	-1	6	0.0	0.0
COC(=O)c1ccccc1NC(=O)CCCOc1ccccc1	7	-5	1.4	0.5
Cc1ccc(S(=O)(=O)NC(=O)COc2ccccc2C(N)=O)cc1	1	10	-0.2	-0.6

# Single values from the entries so far:
# O=C(NC1CCN(Cc2ccccc2)CC1)c1csc(-c2cccs2)n1 – FBW7 act: -0.1
# Cc1ccc(NC(=O)C2CCCN(S(=O)(=O)c3c(C)noc3C)C2)nc1 (stereo not given) – GPR151 ag: 0.4
# Cc1cc(C)cc(-n2nnc(-c3nc(-c4ccccc4F)no3)c2N)c1 – TEAD-YAP inh: -6

# Returning to the listing, starting 4 compounds before the break.
canonical_smiles	MITF primary	TEAD-YAP inh	FBW7 act	GPR151 ag
CCN1CCN(C(=O)C2CCN(c3nc(-c4ccc(OC)cc4)no3)CC2)CC1	6	-2	0.0	3.2
CCC(=O)Nc1ccccc1-c1nn2c(C)nnc2s1	-1	6	0.0	0.0
COC(=O)c1ccccc1NC(=O)CCCOc1ccccc1	7	-5	1.4	0.5
Cc1ccc(S(=O)(=O)NC(=O)COc2ccccc2C(N)=O)cc1	1	10	-0.2	-0.6
COc1cc(OC)c(NC(=O)CSc2nnc3c(n2)[nH]c2ccc(S(=O)(=O)NC(C)C)cc23)cc1Cl	-9	10	-0.1	0.3
CCOC(=O)c1ccccc1NC(=O)c1ccc(C)c([N+](=O)[O-])c1	3	6	0.1	-0.1
Cc1ccc(N2C(=O)SC(Nc3ccc(C)cc3C)C2=O)cc1 (stereo not given)	-2	0	0.1	-0.6
O=C(O)C1CCCN1C(=O)Cc1ccccc1 (stereo not given)	-4	1	0.8	-0.6
CC(C)(C)N1C(=O)NC(=O)/C(=C\c2ccc(N3CCCC3)cc2)C1=O	6	-1	-0.2	-0.8
C=C(C)Cn1c(SCC(=O)Nc2cc(Cl)ccc2OC)nc2sc3c(c2c1=O)CCC3	-5	1	0.0	0.9
O=C(NC1CCCC1)c1cc2cc(Cl)ccc2oc1=O	-23	-14	0.1	1.4
O=C(CCCO)NCCc1nc2ccccc2n1Cc1ccc(Br)cc1	1	16	0.0	4.4
O=S(=O)(NCC(c1ccco1)S(=O)(=O)c1ccccc1)c1ccc2c(c1)OCCO2 (stereo not given)	-5	0	0.7	-0.5
CCC(=O)NC(=S)Nc1ccccc1C	3	8	0.0	-0.3
O=C(Nc1ccccc1Cl)c1cc2n(n1)C(C(F)(F)F)CC(c1ccc(Cl)cc1)N2 (stereo not given)	-7	6	-0.1	-1.2
CCOC(=O)C1(C)CC(=O)C(=O)N1c1cccc(Cl)c1 (stereo not given)	-6	-1	0.1	0.3
O=C(O)CCSc1nnc(SCC(=O)NC2CCS(=O)(=O)C2)s1 (stereo not given)	17	-1	0.6	1.5
Nc1ccc(C(=C(Cl)Cl)c2ccc(N)c(O)c2)cc1O	-18	-4	-0.2	2.6
COc1ccc(-n2c(SCC(=O)Nc3nccs3)nc3c(sc(=S)n3-c3ccccc3)c2=O)c(OC)c1	-8	-18	0.0	-0.4
COc1cccc(S(=O)(=O)N2CCOCC2)c1	-10	3	-0.3	1.7
C=CCNC(=O)CN(c1ccc(Br)cc1)S(C)(=O)=O	3	-14	0.1	-0.5
CC(C)C(=O)Nc1nnc(SCC(=O)NCc2cccs2)s1	13	-5	-0.1	0.2
COc1ccc(C(=O)Nc2ccc(S(N)(=O)=O)cc2)cc1Br	3	0	-0.3	-0.5
COc1ccc(NC(=O)CCS(=O)(=O)c2ccc(Cl)cc2)cc1Cl	1	-1	0.0	0.0
O=C(Nc1ccc(Br)cc1)N[C@H]1CCN(C(=O)c2ccc3[nH]ncc3c2)C1	2	0	0.1	2.3
O=C1c2ccccc2C(=O)N1CCCCN(C(=O)C12CC3CC(CC(C3)C1)C2)c1ccc(F)cc1F	-8	1	-0.1	0.6
COc1ccc(CN2CCc3ccccc3C2)cc1	28	11	-0.6	3.0
O=[N+]([O-])c1cccc(S(=O)(=O)N2CCCCCC2)c1	24	-2	0.0	0.2
COc1ccc(C(=O)N/C(=C\c2ccccc2)C(=O)Nc2ccc(C(=O)O)cc2)cc1	8	-10	0.3	-0.3
O=C(CCCOc1ccc(Cl)cc1Cl)Nc1ccc(S(=O)(=O)N2CCOCC2)cc1	5	4	-0.1	-1.0
CCOC(=O)CCC(=O)NCCC1CCCCN1S(=O)(=O)c1ccc(C)cc1 (stereo not given)	2	15	-0.3	-1.1
O=C(c1ccc(F)cc1)C1CCN(C(=O)NCc2ccccc2)CC1	14	2	0.1	-0.2
CC(C)n1cnc2c(NCc3ccccc3)nc(NCc3ccc4c(c3)OCO4)nc21	5	3	-0.1	0.6
CC(Sc1ncn(-c2ccccc2)n1)C(=O)Nc1ccccc1 (stereo not given)	0	-6	-0.2	5.9*
COc1ccc(OC)c(NC(=O)c2cc3c(s2)-c2ccccc2S(=O)(=O)C3)c1	1	8	0.0	1.1
CC1Cc2cc(S(=O)(=O)NCCC(=O)NCc3ccco3)ccc2N1C(=O)C1CC1 (stereo not given)	11	1	0.2	-0.2
Cn1cc(CC(=O)N2CCN(c3ccccc3F)CC2)c2ccccc21	9	-6	0.0	0.0
COc1cc(NC(=O)c2ccoc2C)c(OC)cc1Cl	7	24	-0.1	-1.2
Cn1c(NC(=O)c2ccc(S(=O)(=O)N3CCCC3)cc2)cc(=O)n(C)c1=O	6	8	-0.1	1.7
Cc1c(C(=O)NCc2ccco2)oc2ccccc12	11	-2	0.0	0.8
COC(=O)C1(C(F)(F)F)N=C2C=CC(Br)=CN2C(c2ccc(F)cc2)=N1 (stereo not given)	17	3	-0.1	-0.8
CCN(CC)C(=O)CN1CCC(c2[nH]ncc2-c2cc(C)no2)CC1	13	-2	-0.1	2.3
O=C(c1ccc(F)cc1)N1CCN(c2cc(-n3ccnc3)ncn2)CC1	-12	-5	0.1	0.4
CN(C(=O)c1cc(-c2ccccc2)on1)C1CCCCC1	19	-68	0.0	0.9
CCc1ccc(NC(=O)c2nnn(Cc3ccc(SC)cc3)c2N)cc1	17	-16	0.9	-0.2
CC(=O)c1ccc(C(=O)N(Cc2ccccn2)c2nc3c(C)ccc(Cl)c3s2)cc1	6	-2	-0.2	0.0
O=S(=O)(c1cccc(S(=O)(=O)N2CCOCC2)c1)N1CCCCCC1	13	11	-0.2	-0.9
Cc1cccc(N2C(=O)Cn3c2nc2c3c(=O)n(C)c(=O)n2C)c1	16	12	-0.1	-0.3
O=C(C1=C(O)C(=O)N(c2nc3ccc(Cl)cc3s2)C1c1ccco1)c1ccco1 (stereo not given)	30	-22	-0.3	-0.8
COc1cc(/C=C2\SC(=S)N(Cc3ccco3)C2=O)cc([N+](=O)[O-])c1O	0	8	-0.2	-0.1
CCn1c(C)nc2cc(S(=O)(=O)N3CCCC3)ccc21	18	-3	0.1	-0.5
COc1ccc(Cl)cc1NC1=NCC(=O)N1Cc1ccccc1	16	7	0.1	-1.1
O=C(NC1CC1)C1CC(Cc2ccccc2Cl)=NO1 (stereo not given)	-31	-72	-0.2	-0.1
COC1CCN(C(=O)CC2C(=O)NCCN2CC(c2ccccc2)c2ccccc2)CC1 (stereo not given)	13	5	0.1	-2.1
O=C(CN(c1ccccc1F)S(=O)(=O)c1ccccc1)N1CCCCCC1	5	13	0.4	-0.5
COC(=O)CCC(=O)Nc1ccc(C)cc1	3	10	0.3	2.4
Cc1cccc(CC(=O)Oc2cc(C)[nH]c(=O)c2[N+](=O)[O-])c1	11	5	1.3	1.3
CC(=O)c1ccc(NC(=O)CSc2n[nH]c(N)n2)cc1	-2	-14	-0.2	-0.7
CC(C(=O)Nc1ccccc1C(N)=O)c1ccc([N+](=O)[O-])cc1 (stereo not given)	8	9	0.1	-0.1
Cc1ccc(-c2csc(NC(=O)C3C4CCC(C4)C3C(=O)O)n2)cc1 (stereo not given)	1	-17	-0.1	-0.1
O=C(COc1ccccc1)N1CCN(S(=O)(=O)c2ccccc2)CC1	9	9	0.4	-0.4
CCN(CC)c1nc(NCCc2ccc(OC)cc2)nc(Nc2ccc(-n3ccnc3)cc2)n1	-6	-6	-0.2	3.9
O=C(O)C(Nc1ncnc2ccccc12)c1ccccc1 (stereo not given)	-4	0	-0.4	-0.3
CCc1ccc2nc(/N=C(\N)NC(=O)c3ccccc3)nc(C)c2c1	-1	-6	-0.1	-0.1
O=C(Nc1nnc(-c2ccc(Br)cc2)s1)c1ccco1	16	-4	0.1	-1.8
CCOC(CNC(=O)c1cc(Sc2ccc(Cl)cc2)nc2ccccc12)OCC	13	1	-0.1	1.6

# Profiles as entered above.
# `O=C(NC1CCCC1)c1cc2cc(Cl)ccc2oc1=O` is entered as MITF primary: -23; TEAD-YAP inh: -14; FBW7 act: 0.1; GPR151 ag: 1.4
# `C=CCNC(=O)CN(c1ccc(Br)cc1)S(C)(=O)=O` is entered as MITF primary: 3; TEAD-YAP inh: -14; FBW7 act: 0.1; GPR151 ag: -0.5
